Compound activity from PubChem.
Exocytosis inh: lytic granule exocytosis inhibition. TALL-104 LAMP-1 surface exposure, flow cytometry; cells stimulated with thapsigargin and PMA. inhibition, % at 10 µM. hit rate 0.66% among 360,000. AID 651702;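 active = inhibition above about 55%, limit read from the data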
Vif inh: HIV Vif inhibition; HEK293T cells, Vif self-association by quenched fluorescence, imaging, 24 h; inhibition, % at 7.49 µM; hit rate 0.35% among 340,000; AID 602346; in the data active = inhibition above about 50%, passing the limit was not always enough; note: some results filed as inactive read as strong as hits
aDG glyco act: alpha-DG glycosylation activation. Pro5-aDG cells, alpha-DG glycosylation AlphaScreen (IIH6); 0% Pro5, 100% B10-LARGE cell signal. hit rate 0.22% among 360,000. AID 624168. activation, % at 10 µM;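 active = activation of at least 8% versus controls, or a plate z-score of at least 8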;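 note: Pro5 are CHO cells carrying HIG-tagged alpha-DG that lacks glycosylation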
NR2E3 ag-1: agonists of human nuclear receptor NR2E3 | Q9Y5X4 | GST-NR2E3/biotin-RetCOR TR-FRET, 1536-well | inhibition of corepressor binding, % at 4.78 µM | hit rate 0.12% among 320,000 | AID 2300;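 active = percent inhibition above the cutoff of mean plus 3 SD of all tested compounds, set per screening campaign, cut at about 20% in these data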;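 note: 0% = DMSO wells and 100% = biotin wells as full block of FRET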
Target sequence (Q9Y5X4 whole entry, looked up): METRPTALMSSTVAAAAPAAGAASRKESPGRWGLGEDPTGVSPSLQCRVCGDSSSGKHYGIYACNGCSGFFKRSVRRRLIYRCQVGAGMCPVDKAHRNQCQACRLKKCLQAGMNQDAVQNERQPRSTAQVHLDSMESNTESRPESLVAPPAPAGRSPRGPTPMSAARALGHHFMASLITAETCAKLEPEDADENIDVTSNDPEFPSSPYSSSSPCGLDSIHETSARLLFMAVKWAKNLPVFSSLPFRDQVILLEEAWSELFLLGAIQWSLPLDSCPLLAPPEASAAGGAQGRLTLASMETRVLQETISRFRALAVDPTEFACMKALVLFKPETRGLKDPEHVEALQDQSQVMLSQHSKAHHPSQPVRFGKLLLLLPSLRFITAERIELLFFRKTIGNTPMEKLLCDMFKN
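System: GST-tagged NR2E3 plus biotinylated RetCOR corepressor; Buffer or medium: pH 7.5 Tris-based buffer; Probe or stimulus: RetCOR corepressor, biotinylated, 7 nM; Doses: compound at 4.8 µM, single dose; Schedule: 5 h incubation at 4 °C; Technique: time-resolved FRET; Evaluation: percent inhibition of TR-FRET ratio; Replication: one well per compound, singlicate testing.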
MITF TRPM1 inh: MITF TRPM1 promoter inhibition in SK-MEL-5 cells | inhibition, % at 12.5 µM | AID 488899 | hit rate 0.83% among 330,000 | SK-MEL-5 TRPM1 promoter luciferase, 24 h;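 active = mean inhibition across replicates of 60% or more, whatever share of single replicates reaches that level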; note: values of inactives mirror those of a sister screen read the other way
iPSC survival up: hiPSC single-cell survival enhancement. ATPlite luminescence; 100% = ROCK inhibitor wells, 0% = DMSO. survival enhancement, % at 20 µM. hit rate 0.044% among 360,000. AID 602274; in the data active = survival enhancement above about 18%;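 note: cells exposed to compounds for 16 hours before the ATP read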
HIF-2a block: blocks HIF-2a reporter activity. 786-0 RCC cells HIF-2a reporter, luciferase luminescence, overnight. AID 624352. hit rate 0.72% among 360,000. inhibition, % at 18.8 µM;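 active = inhibition of the luminescence signal of 40% or more relative to plate controls, in a single-dose primary screen at 18.75 µM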
CaV13 ICDI inh: Primary screen for inhibitors of IQ motif and Ca2+-dependent inactivation inhibitor domain binding in CACNA1D, Förster resonance energy transfer in living cells, …. inhibition, % at 12.3 µM. hit rate 0.098% among 340,000. AID 743397. HEK cells, CFP/YFP FRET ICDI-IQ, plate reader, 10 min; percent FRET-ratio fall versus neutral wells;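 active = mean replicate inhibition of at least 30% and at least 1% of replicates passing that level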;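 note: 0% = median of the neutral control wells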
NR2E3 ag-2: agonists of human NR2E3 nuclear receptor; inhibition of corepressor binding, % at 3.98 µM; hit rate 0.35% among 360,000; CHO-S Gal4-NCOR/VP16-NR2E3 two-hybrid, luciferase; AID 602229; Q9Y5X4;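 active = inhibition above the mean of all tested compounds plus 3 SD, cut at about 70% in these data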;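 note: 0% = DMSO with NR2E3 transfected cells and 100% = cells lacking NR2E3 construct; higher means lower luciferase signal from less NR2E3 corepressor binding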
PDI inh: inhibitors of human protein disulfide isomerase; P07237; PDI insulin aggregation turbidity, A650, 90 min; inhibition, % at 10 µM; hit rate 0.052% among 350,000; AID 588391;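 active = mean inhibition across replicates of 30% or more, whatever share of single replicates reach that level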;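 note: absorbance from insulin aggregation driven by PDI reduction with DTT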
Target sequence (P07237 whole entry, looked up): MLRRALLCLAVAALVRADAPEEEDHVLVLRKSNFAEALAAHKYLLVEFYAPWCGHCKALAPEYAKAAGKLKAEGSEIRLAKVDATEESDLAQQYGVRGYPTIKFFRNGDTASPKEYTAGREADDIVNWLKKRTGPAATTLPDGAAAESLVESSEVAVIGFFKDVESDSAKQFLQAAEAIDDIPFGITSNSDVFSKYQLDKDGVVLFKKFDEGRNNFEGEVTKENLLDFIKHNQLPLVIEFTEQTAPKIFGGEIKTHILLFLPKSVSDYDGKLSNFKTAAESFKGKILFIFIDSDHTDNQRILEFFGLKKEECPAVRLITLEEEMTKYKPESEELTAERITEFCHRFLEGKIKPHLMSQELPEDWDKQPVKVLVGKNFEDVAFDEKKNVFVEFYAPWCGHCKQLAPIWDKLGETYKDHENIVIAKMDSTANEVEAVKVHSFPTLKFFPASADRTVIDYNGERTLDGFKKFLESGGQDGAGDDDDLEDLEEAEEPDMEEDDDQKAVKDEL
Peg3 promoter: reduces Peg3 promoter-driven luciferase expression in HeLa; HeLa PEG-Prom luciferase reporter, luminescence, overnight; inhibition, % at 20 µM; hit rate 1.7% among 360,000;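 active = inhibition of at least 50% at 20 µM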
The depositor's hits bear a star; & = joins results of further samples.

How did O=[N+]([O-])c1cc(S(=O)(=O)NCCN2CCOCC2)ccc1Sc1nnnn1-c1ccccc1 do in these assays?
Exocytosis inh: 1.0; Vif inh: -8.4; aDG glyco act: -0.1; NR2E3 ag-1: 3.2; MITF TRPM1 inh: 78.7*; iPSC survival up: -2.9; HIF-2a block: 10.7; CaV13 ICDI inh: -4.0; NR2E3 ag-2: 24.3; PDI inh: 0.8; Peg3 promoter: 42.5

Results for Cc1ccc(S(=O)(=O)c2n[nH]n3c2nc(=O)c2ccccc23)cc1 ?
Exocytosis inh: -0.6; Vif inh: -6.3; aDG glyco act: -0.3; NR2E3 ag-1: -1.4; MITF TRPM1 inh: 2.2; iPSC survival up: -1.0; HIF-2a block: 8.2; CaV13 ICDI inh: -2.6; NR2E3 ag-2: 0.9; PDI inh: 1.0; Peg3 promoter: 4.7

How did COCCNC(=O)c1cccc2c(-c3ccnn3C)coc12 do in these assays?
Exocytosis inh: -4.7; Vif inh: -12.9; aDG glyco act: -0.2; iPSC survival up: 1.7; HIF-2a block: 5.6; CaV13 ICDI inh: -5.3; NR2E3 ag-2: 18.5; PDI inh: -13.7; Peg3 promoter: 4.5

Results for C=CCNC(=O)c1ccccc1NC(=O)c1ccccc1 ?
Exocytosis inh: 7.2; Vif inh: 6.5; aDG glyco act: 0.1; NR2E3 ag-1: 3.1; MITF TRPM1 inh: 6.5; iPSC survival up: 0.2; HIF-2a block: 2.1; CaV13 ICDI inh: -4.2; NR2E3 ag-2: 3.5; PDI inh: -1.8; Peg3 promoter: 3.0

What do the screens show for `CCCC(=O)N1CCC1(C)C(=O)Nc1cc(OC)ccc1OC` (stereo unspecified)?
Exocytosis inh: 1.8; aDG glyco act: 0.5; iPSC survival up: -0.5; HIF-2a block: 11.8; NR2E3 ag-2: 3.2; PDI inh: -2.8; Peg3 promoter: 4.5

What do the screens show for `CCCCc1c(-c2cccc(F)c2)ncn1CCc1ccccc1OC`?
Exocytosis inh: 35.0; aDG glyco act: 0.7; iPSC survival up: -0.7; HIF-2a block: -31.0; CaV13 ICDI inh: -10.3; NR2E3 ag-2: -16.8

Results for COc1ccccc1OCCNC(=O)c1cccc(S(=O)(=O)NCc2ccccc2)c1 ?
Exocytosis inh: -0.6; Vif inh: -15.3; aDG glyco act: 0.0; NR2E3 ag-1: 0.3; MITF TRPM1 inh: 10.5; iPSC survival up: -2.7; HIF-2a block: 18.1; CaV13 ICDI inh: -3.7; NR2E3 ag-2: -1.6; PDI inh: -9.4; Peg3 promoter: 9.7

How did CCCN1CCN(C(=O)Nc2ccc(C(=O)OCC)cc2)CC1 do in these assays?
Exocytosis inh: 4.1; Vif inh: 8.0; aDG glyco act: 0.0; NR2E3 ag-1: -1.0; MITF TRPM1 inh: -36.4; iPSC survival up: 8.7; HIF-2a block: -43.2; CaV13 ICDI inh: -7.2; NR2E3 ag-2: 7.8; PDI inh: -5.0; Peg3 promoter: -64.5

What do the screens show for `CS(=O)(=O)Cc1cc(Sc2ccccc2)nc(-c2ccncc2)n1`?
Exocytosis inh: -1.6; aDG glyco act: 0.0; NR2E3 ag-1: -4.0; MITF TRPM1 inh: -7.5; iPSC survival up: 1.2; HIF-2a block: 23.1; CaV13 ICDI inh: 1.3; NR2E3 ag-2: -2.0; PDI inh: 7.2; Peg3 promoter: 7.0

How did CCCCCSc1nc2c(c(=O)[nH]c(=O)n2C)n1C(C)C do in these assays?
Exocytosis inh: 5.5; Vif inh: 7.6; aDG glyco act: 0.0; NR2E3 ag-1: -0.9; iPSC survival up: 0.3; HIF-2a block: 18.3; CaV13 ICDI inh: -2.3; NR2E3 ag-2: 4.3; Peg3 promoter: -8.3

What do the screens show for `Cc1cc(=O)n2nc(N3CCCC(C(=O)Nc4cccc(C)c4C)C3)sc2n1` (stereo unspecified)?
Exocytosis inh: 1.8; Vif inh: 2.5; aDG glyco act: 0.0; iPSC survival up: -1.4; HIF-2a block: 0.7; CaV13 ICDI inh: -1.1; NR2E3 ag-2: 22.2; Peg3 promoter: 3.5

What do the screens show for `CC1CCN(C(=O)COC(=O)c2cc(=O)[nH]c3ccccc23)CC1`?
Exocytosis inh: -3.7; Vif inh: -3.6; aDG glyco act: -0.1; NR2E3 ag-1: 2.5; MITF TRPM1 inh: -63.3; iPSC survival up: -0.5; HIF-2a block: -220.8; CaV13 ICDI inh: -5.6; NR2E3 ag-2: -78.6; PDI inh: -2.9; Peg3 promoter: -171.3

What do the screens show for `CC1(C)Cc2c(ccc3ccccc23)C2=C(C(=O)N3CCCC3)C(=O)C(=O)N21`?
Exocytosis inh: 3.4; Vif inh: 4.3; aDG glyco act: 0.8; MITF TRPM1 inh: 19.3; iPSC survival up: 0.4; HIF-2a block: 19.1; CaV13 ICDI inh: -10.8; NR2E3 ag-2: -48.3; PDI inh: 0.9; Peg3 promoter: 14.7

Results for O=[N+]([O-])c1ccc2[nH]ncc2c1 ?
Exocytosis inh: -0.4; Vif inh: 5.1; aDG glyco act: -0.2; NR2E3 ag-1: 2.2; MITF TRPM1 inh: 3.9; iPSC survival up: -0.7; HIF-2a block: 1.4; CaV13 ICDI inh: 4.8; NR2E3 ag-2: 10.9; PDI inh: -11.3; Peg3 promoter: -11.9

How did Cc1cc(C)c2nc(N(CCN(C)C)C(=O)c3ccc4ccccc4c3)sc2c1 do in these assays?
Exocytosis inh: 7.1; Vif inh: 3.8; aDG glyco act: -0.4; NR2E3 ag-1: 0.2; MITF TRPM1 inh: 1.3; iPSC survival up: -0.5; HIF-2a block: -11.8; CaV13 ICDI inh: -3.2; NR2E3 ag-2: -21.4; PDI inh: 6.0; Peg3 promoter: -10.3

How did CCOC(=O)N1CCN(C(=O)c2cc(COc3ccc(OC)cc3Cl)on2)CC1 do in these assays?
Exocytosis inh: -3.6; aDG glyco act: 0.1; NR2E3 ag-1: 0.3; MITF TRPM1 inh: -33.2; iPSC survival up: 2.6; HIF-2a block: -185.9; CaV13 ICDI inh: -5.6; NR2E3 ag-2: -64.1; PDI inh: 2.7; Peg3 promoter: -135.4

What do the screens show for `COc1ccc(C(C(=O)NC2CCCC2)N(C(=O)c2snc(C(N)=O)c2N)c2ccccc2OC)cc1OC` (stereo unspecified)?
Exocytosis inh: 7.4; Vif inh: -10.2; aDG glyco act: -0.1; NR2E3 ag-1: -1.5; MITF TRPM1 inh: 1.1; iPSC survival up: 0.0; HIF-2a block: 8.8; CaV13 ICDI inh: -3.0; NR2E3 ag-2: -11.2; PDI inh: 9.4; Peg3 promoter: -7.4

How did COc1cc(-c2cc(=O)c3ccc(O)cc3o2)cc(OC)c1OC do in these assays?
Exocytosis inh: -2.9; Vif inh: -11.6; aDG glyco act: -0.3; iPSC survival up: -0.6; HIF-2a block: -22.3; NR2E3 ag-2: -2.3; Peg3 promoter: -2.1

What do the screens show for `CCOC(=O)/C(=N\Nc1ccccc1Cl)N(C)C1CCCCC1`?
Exocytosis inh: 0.1; Vif inh: -2.6; aDG glyco act: -0.2; NR2E3 ag-1: 3.0; MITF TRPM1 inh: 8.1; iPSC survival up: 1.0; HIF-2a block: -6.8; CaV13 ICDI inh: -4.5; NR2E3 ag-2: -15.7; PDI inh: 6.9; Peg3 promoter: 11.4

How did O=C(c1ccccc1)c1cccn1CC(=O)N1CCN(c2ccccc2)CC1 do in these assays?
Exocytosis inh: -3.3; Vif inh: 30.5; aDG glyco act: 2.4; NR2E3 ag-1: -2.4; MITF TRPM1 inh: 3.5; iPSC survival up: 3.8; HIF-2a block: 18.7; NR2E3 ag-2: 3.1; PDI inh: -1.2; Peg3 promoter: -7.3

Results for C/C(N)=C(/C#N)C(=O)CSc1nc(C2CCCCC2)n(-c2ccccc2)n1 ?
Exocytosis inh: 9.0&1.8; Vif inh: 7.2&-8.6; aDG glyco act: -0.1&-0.1; NR2E3 ag-1: 3.3; MITF TRPM1 inh: -13.4&-9.2; iPSC survival up: 0.6&5.4; HIF-2a block: 8.7&17.0; CaV13 ICDI inh: -6.5&-5.4; NR2E3 ag-2: 1.9&-17.8; PDI inh: 20.5&-3.8; Peg3 promoter: 15.2&9.1

What do the screens show for `CCOC(=O)Cn1nc(C)c(NC(=O)COc2ccccc2)c1C`?
Exocytosis inh: 8.3; Vif inh: 3.7; aDG glyco act: -0.1; NR2E3 ag-1: 1.6; MITF TRPM1 inh: 0.1; iPSC survival up: -1.2; HIF-2a block: -18.4; CaV13 ICDI inh: -12.5; NR2E3 ag-2: -5.8; PDI inh: 2.6; Peg3 promoter: -4.4

How did CN(CCOc1ccccc1)C(=O)c1ccc2c(c1)OCO2 do in these assays?
Exocytosis inh: 1.9; Vif inh: -9.7; aDG glyco act: 0.1; NR2E3 ag-1: 2.3; MITF TRPM1 inh: -68.1; iPSC survival up: -1.0; HIF-2a block: -132.6; CaV13 ICDI inh: -5.8; NR2E3 ag-2: -60.7; PDI inh: -6.7; Peg3 promoter: -137.6

What do the screens show for `COc1ccc(F)cc1S(=O)(=O)NCC1CCCO1` (stereo unspecified)?
Exocytosis inh: -4.7; Vif inh: 5.8; aDG glyco act: 0.6; NR2E3 ag-1: 0.5; MITF TRPM1 inh: -1.3; iPSC survival up: -0.1; HIF-2a block: 8.7; CaV13 ICDI inh: -3.4; NR2E3 ag-2: -4.5; PDI inh: -0.9; Peg3 promoter: 5.1

How did CCN(CC)CCCNC(=S)N1CCN(c2nc3ccccc3n2CC)CC1 do in these assays?
Exocytosis inh: 1.1; Vif inh: 6.5; aDG glyco act: -0.2; MITF TRPM1 inh: -1.0; iPSC survival up: -0.8; HIF-2a block: 15.2; CaV13 ICDI inh: -2.7; NR2E3 ag-2: -30.9; PDI inh: -5.3; Peg3 promoter: 12.2

Results for OC[C@@H]1CN(Cc2ccncc2)C[C@H](n2cnc3c(NC4CC4)ncnc32)O1 ?
Exocytosis inh: 11.3; Vif inh: -3.8; aDG glyco act: 0.2; iPSC survival up: 1.8; HIF-2a block: 15.6; CaV13 ICDI inh: -12.3; NR2E3 ag-2: -1.4; PDI inh: 2.6; Peg3 promoter: 7.8

Results for Cn1c(COc2nnc(-c3ccc(Cl)cc3)c3ccccc23)nc2ccccc21 ?
Exocytosis inh: 1.2; Vif inh: 11.3; aDG glyco act: 0.1; NR2E3 ag-1: 3.6; MITF TRPM1 inh: 1.4; iPSC survival up: 0.4; HIF-2a block: -8.4; CaV13 ICDI inh: -5.2; NR2E3 ag-2: -21.7; PDI inh: 6.3; Peg3 promoter: 11.1

What do the screens show for `CCC(C)(C)n1nnnc1C(c1ccc(C)cc1)N1CCSCC1` (stereo unspecified)?
Exocytosis inh: 0.0; Vif inh: -1.9; aDG glyco act: 0.1; NR2E3 ag-1: -0.9; MITF TRPM1 inh: 4.7; iPSC survival up: 2.9; HIF-2a block: 7.1; NR2E3 ag-2: -11.0; PDI inh: -6.0; Peg3 promoter: 14.9
